Bioassay records deposited in PubChem by NCI.
Growth percent in the NCI-60 one-dose screen (48 h, 10 µM unless noted): 100 = growth as untreated, 0 = no growth, -100 = all killed.
OVCAR-3: OVCAR-3 ovarian cancer; 79,000 compounds, 7% hits
DU-145: DU-145 prostate cancer; 81,000 compounds, 4.2% hits
NCI/ADR-RES: NCI/ADR-RES ovarian cells | 81,000 compounds, 4.4% hits | AID 1794790
IGROV1: IGROV1 ovarian cancer; 79,000 compounds, 4.7% hits
OVCAR-5: OVCAR-5 ovarian cancer. 82,000 compounds, 2.9% hits. AID 1794783
OVCAR-8: OVCAR-8 ovarian cancer; 81,000 compounds, 4.4% hits
SK-OV-3: SK-OV-3 ovarian cancer cells | 80,000 compounds, 3.2% hits | AID 1794785
OVCAR-4: OVCAR-4 ovarian cancer cells; 80,000 compounds, 3.7% hits
Numbers without * were called inactive; / = not tested or not shown; & = joins results of further samples; [ ] = remark or other dose. How the source made its calls: active means growth percent below 10; inactive means the rest. Rows were taken by chance; 9.5% or so of the library scored in one or more.

SMILES	OVCAR-3	DU-145	NCI/ADR-RES	IGROV1	OVCAR-5	OVCAR-8	SK-OV-3	OVCAR-4
CCc1cc2c(c3c1C(=O)CC3)C(C)(C)CCC2	104.3	109.1	99.0	100.3	102.4	104.1	89.2	94.1
COc1ccccc1-n1c(-c2cccc(O)c2)cn2c3c(=O)[nH]c(=O)n(C)c3nc12	93.3	100.9	108.9	91.3	111.5	93.1	77.7	96.7
CCCCCN(CCCCC)CCCNc1c2c(nc3ccc(Cl)cc13)CCCC2	58.1	66.6	48.9	17.5	41.2	37.5	66.6	17.6
COc1ccc(-c2c(N)n[nH]c2-c2ccc(OC)cc2O)cc1	110.3	115.9	94.3	73.3	106.4	92.4	107.6	94.0
CC(=O)c1c(C)c2ccc(Nc3nccc(-c4cccnc4)n3)cc2oc1=O	106.1	110.0	107.5	109.8	114.3	103.8	101.8	102.7
COc1cc2nc(-c3ccsc3)cc(OCCCN3CCC(O)CC3)c2cc1OC	80.9	46.8	65.1	49.9	62.3	48.9	82.1	67.5
NC(=O)c1ccccc1C(=O)O	115.8	112.4	113.0	120.7	111.3	106.2	102.0	108.8
CN(CC(=O)N(Cc1ccc(C2CCCCC2)cc1)c1ccc(C(=O)NO)cc1)S(=O)(=O)c1c(F)c(F)c(F)c(F)c1F	81.7	78.3	90.2	28.6	103.8	49.8	110.9	84.4
CCCCCCOC(=O)CC1CC(C(C)=O)C1(C)C (stereo not drawn)	103.5&125.1	106.7&110.5	104.1&107.4	106.6&110.8	100.1&103.3	106.6&104.8	105.8	101.5&109.1
CC(=O)Oc1csc(N(C(C)=O)c2cccc(Br)c2)n1	102.8	100.0	99.6	92.3	94.1	95.3	99.6	87.1
O=C(NNc1ccc([N+](=O)[O-])cn1)Nc1ccc(N=Nc2ccccc2)cc1	90.4	106.0	82.2	70.9	93.2	83.8	110.1	82.3
NC(=O)SCC(=O)Nc1ccc(C(=O)O)cc1	/	/	102.2	129.1	94.0	101.8	98.5	107.9
CCOC(=O)N1CCN(CCOc2c(C3CCCCC3)cc(Cl)cc2[N+](=O)[O-])CC1	94.2	102.2	84.6	85.0	94.0	83.6	59.2	81.5
Nc1nnc(-c2cc(=O)oc3c2ccc2ccccc23)o1	99.4	99.5	102.9	99.9	103.8	101.4	98.7	92.8
O=S(=O)(Oc1ccc(-c2cn3ccoc3n2)cc1)c1ccc(F)cc1	/	106.9	98.2	105.4	100.6	100.9	109.2	93.7
COc1ccc(C2=CC(c3cc(OC)c(OC)c(OC)c3)NC(=S)N2)cc1OC (stereo not drawn)	111.5	105.1	97.4	/	/	104.9	107.7	/
Cc1ccc(-c2csc(Nc3ccc4nc5n(c(=O)c4c3)CCC5)n2)cc1	116.4	90.8	100.8	98.9	106.9	101.8	115.0	111.2
O=C(CSc1nnc(Cn2c(C(F)(F)F)nc3ccccc32)o1)N1CCOCC1	112.4	109.1	105.9	98.4	99.2	105.9	100.4	108.9
COc1ccc(-c2nc(N3N=C(c4ccc(N5CCOCC5)cc4)CC3c3ccc(OC)c(OC)c3)nc(N3CCOCC3)c2C#N)cc1 (stereo not drawn)	95.1	101.0	98.6	104.9	117.9	96.4	113.1	97.8
CCCCOc1ccc(NC(=O)n2nc(N=NN(CC)CC)c3ccc(Cl)cc32)cc1	105.3	101.7	93.0	83.9	68.6	92.3	74.4	100.8
COc1ccc(C2c3ccc4ccccc4c3Oc3ncn(CCCn4ccnc4)c(=N)c32)cc1OC (stereo not drawn)	61.3	79.0	67.8	72.8	67.5	67.8	76.1	58.9
S=C1CC(=S)NC(=S)N1	115.5	107.6	104.8	96.7	110.3	104.3	111.0	99.0
CCN1C(=O)N(CC)C2C1NN=C1SCC(=O)N12 (stereo not drawn)	24.5	101.1	84.6	27.2	95.8	66.3	105.4	32.6
COc1ccc(NC(=O)Cn2cc(CN3C(=O)c4ccc([N+](=O)[O-])cc4C3=O)nn2)cc1	/	113.4	100.0	107.2	115.5	94.2	93.2	112.3
Clc1ccc2nc(-c3c[nH]c4ccccc34)cc(-c3ccccc3)c2c1	109.5	107.8	105.2	85.8	107.9	88.4	113.4	60.9
Cc1cc(Br)c(N)c(Br)c1	107.6	108.0	98.0	110.2	100.4	101.0	83.3	94.9
O=C(Cn1c(/C=C/c2cccc([N+](=O)[O-])c2)nc2ccccc2c1=O)Nc1ccc(Cl)cc1	110.0	121.9	99.6	100.2	97.5	102.8	88.8	97.8
COc1cc(C2CC(c3cc(OC)c(OC)c(OC)c3)=NN2c2ccccc2)ccc1OCc1ccccc1 (stereo not drawn)	119.5	111.7	113.2	101.5	104.4	103.1	97.3	114.1
CCCCC(CC)COC(=O)CSC1=C(C)C(=O)C(OC)=C(OC)C1=O (stereo not drawn)	112.7	108.2	97.9	108.2	101.3	101.5	122.7	99.3
Cc1cc2c(n1C)CSc1cc(S(=O)(=O)c3ccccc3)c(=O)[nH]c1-2	88.9[100 µM]	66.6[100 µM]	94.3[100 µM]	94.3[100 µM]	148.3[100 µM]	67.9[100 µM]	105.4[100 µM]	31.1[100 µM]
O=c1[nH]nc(-c2cc3c([nH]c4ccccc43)c(-c3cccc(O)c3)n2)o1	94.4	92.7	96.0	92.1	93.8	104.8	101.9	95.9
c1ccc(CCNc2nc(NCCc3ccccc3)c3ccccc3n2)cc1	112.8	102.8	97.5	99.7	104.6	103.2	94.7	98.6
CC1(C)NC(=O)c2[nH]c3c(Cl)c(Cl)ccc3c2C1C#N (stereo not drawn)	82.4	92.9	85.0	100.0	85.2	89.2	100.2	60.7
C[n+]1c2ccccc2nc2c(N)cc(N)cc21	15.2	93.5	92.9	70.1	101.3	41.6	/	72.5
COC(=O)C1OCOC2C(C(=O)OC)OCOC12 (stereo not drawn)	147.5	137.5	115.0	84.4	108.8	103.2	110.8	119.2
CC1CCCCN1CCCNC(=O)N/C(N)=N/c1nc2ccccc2s1 (stereo not drawn)	72.4	72.1	64.1	47.9	38.2	75.2	58.8	74.9
O=C(NC1C(O)c2ccccc2N2C(=O)CCC12O)c1cnco1 (stereo not drawn)	111.7	110.0	99.8	101.2	107.6	98.9	104.9	115.6
Cc1nc(-c2ccccc2)ccc1-c1nnc(SCC(C)C)o1	/	104.1	102.7	104.6	105.6	105.0	100.5	107.1
BrCCCOc1cccc(OCCCBr)c1	95.0	109.3	95.5	76.3	100.9	72.6	93.6	88.8
O=C(Nc1cnc(Cl)nc1Nc1ccc2c(ccn2Cc2cccc(F)c2)c1)c1ccccn1	66.2	82.1	75.4	68.4	98.2	70.6	/	46.4
CCCCCCCCCC(=O)Oc1ccc(/C(=C(/CC)Cc2ccccc2)c2ccc(OCCN3CCCCC3)cc2)cc1	97.4	99.9	92.2	86.2	93.2	95.6	94.5	101.8
Cn1cc(C(=O)c2nc(-c3c[nH]c4ccccc34)no2)c2cc(Br)ccc21	92.4	108.0	105.9	71.2	107.6	104.1	80.1	99.3
Cc1ccc(Nc2nc(N)nc(Nc3ccc4ccccc4c3)n2)cc1	8.7*	58.5	30.6	51.4	79.9	47.7	58.4	74.7
O=S(=O)(O)Cc1c(O)ccc2ccccc12	107.2	108.8	101.8	117.8	106.2	104.2	94.4	108.6
CC1(C)OC2COC3(C(=O)O)OC(C)(C)OC3C2O1 (stereo not drawn)	107.7	108.3	101.5	108.6	90.1	108.3	103.5	116.4
Cn1ncc2c(NC(C)(C)CC(C)(C)C)nc(NC(C)(C)CC(C)(C)C)nc21	105.8	112.0	102.9	101.0	99.1	85.3	92.4	97.3
COC(=O)CNC(=O)c1c(C)[nH]c(/C=C/C(=O)c2ccc(C(F)(F)F)c(F)c2)c1C	104.5&109.2	107.6&108.6	100.4&101.9	97.4&108.3	96.1&100.7	99.4&100.4	101.9&122.8	88.6&101.0
O=C1N=c2ccc(Cl)cc2=C1c1sc(=Nc2ccccc2)n(Cc2nc3ccccc3[nH]2)c1O	70.3	77.5	101.4	72.8	101.6	84.8	84.9	96.6

Copied from the list.
O=C(NC1C(O)c2ccccc2N2C(=O)CCC12O)c1cnco1 (stereo not drawn) in SK-OV-3 has 104.9
Cc1ccc(Nc2nc(N)nc(Nc3ccc4ccccc4c3)n2)cc1 in OVCAR-5 has 79.9

Following part
SMILES	OVCAR-3	DU-145	NCI/ADR-RES	IGROV1	OVCAR-5	OVCAR-8	SK-OV-3	OVCAR-4
COc1ccc2c(c1)/C(=C/c1sc(=S)n(Cc3ccco3)c1O)C=N2	22.9	33.5	13.3	47.8	76.8	40.7	68.6	73.7
COC(=O)[C@]12CCC(C)(C)C[C@H]1[C@H]1C(=O)C[C@@H]3[C@@]4(C)C[C@@]5(C(=O)Nc6ccccc65)C(C)(C)[C@@H]4CC[C@@]3(C)[C@]1(C)CC2	91.1[8.25 µM]	80.0[8.25 µM]	80.0[8.25 µM]	87.4[8.25 µM]	76.2[8.25 µM]	88.0[8.25 µM]	75.4[8.25 µM]	65.9[8.25 µM]
CCCCCSc1ccc2nc(NC(=O)OCC)sc2c1	-7.1*	22.8	11.9	46.2	64.3	43.6	39.1	28.7
O=c1[nH]c2ccccc2c(O)c1/C=N/Nc1nc(-c2ccccc2)cs1	43.3	73.0	46.7	64.0	82.6	66.5	73.6	52.2
COc1cc(-c2nc(N)n(CC(=O)Nc3ccc(/C(C)=N\O)cc3)n2)cc(OC)c1OC	106.1	108.3	105.2	96.8	114.1	74.3	87.9	111.8
CN1c2ccnn2CC1c1ccccc1 (stereo not drawn)	94.3	101.8	101.9	94.7	105.1	104.6	99.9	111.1
CCOC(=O)c1[nH]cc2c1CCc1sc(Nc3ccccn3)nc1-2	82.2	74.4	72.5	97.6	109.2	83.1	100.3	72.7
COc1ccc(-c2nc(N/N=C/c3ccccc3Br)nc(N3CCOCC3)c2C#N)cc1	100.3	101.6	114.8	89.0	123.3	108.3	117.7	116.8
CCO/C=N/C1=C(C#N)C(c2ccc(Cl)cc2)c2sc3c(F)cccc3c2O1 (stereo not drawn)	25.3	88.2	39.6	60.7	89.2	77.8	81.9	77.6
O=C(/C(=C/c1ccccc1)CBr)c1ccccc1	66.1	87.6	81.4	90.9	121.6	86.1	111.8	80.3
O=C(Cn1c(=O)sc2nc3ccccc3nc21)Nc1ncc(Cc2cccc(C(F)(F)F)c2)s1	108.9	109.1	92.6	94.7	101.1	100.6	97.7	97.4
COc1ccc(C(=O)/C=C/C23c4ccccc4C(c4ccccc42)C2C(=O)NC(=O)C23)cc1 (stereo not drawn)	95.9	97.4	90.1	98.8	91.4	88.3	/	88.5
O=C(Nc1cccc(-n2cc(-c3ccncc3)c(-c3ccc(O)c(Cl)c3)n2)c1)c1cccc(C(F)(F)F)c1	45.1	51.1	35.1	51.6	89.4	18.4	71.2	51.2
O=C(O)c1ccc(-n2cc(/C=N/Nc3c(F)c(F)cc(F)c3F)c(-c3ccc(F)c(F)c3)n2)cc1	91.0	92.3	77.4	97.1	92.6	82.8	118.5	102.6
COC(=O)/C=C1\S/C(=N\Nc2ccc([N+](=O)[O-])cc2[N+](=O)[O-])N(c2ccccc2)C1=O	106.0	101.1	112.1	105.0	102.7	104.2	111.0	95.9
Cc1ccc2nc(SCn3nnc4ccccc4c3=O)[nH]c2c1	104.2	96.5	88.8	83.7	89.5	108.6	102.9	78.4
CNc1ncnc2nc[nH]c12	108.4	103.5	113.5	116.3	100.5	106.7	122.8	109.4
CC(C)Sc1nc(NC2CC2)c(C#N)c(-c2ccc(F)cc2)n1	62.7	97.0	74.3	83.1	97.8	53.8	106.5	30.6

Another view of part of the listing above:
mol | OVCAR-3 | DU-145 | NCI/ADR-RES | IGROV1 | OVCAR-5 | OVCAR-8 | SK-OV-3 | OVCAR-4
COc1ccc(-c2nc(N/N=C/c3ccccc3Br)nc(N3CCOCC3)c2C#N)cc1 | 100.3 | 101.6 | 114.8 | 89.0 | 123.3 | 108.3 | 117.7 | 116.8
CCO/C=N/C1=C(C#N)C(c2ccc(Cl)cc2)c2sc3c(F)cccc3c2O1 (stereo not drawn) | 25.3 | 88.2 | 39.6 | 60.7 | 89.2 | 77.8 | 81.9 | 77.6
O=C(/C(=C/c1ccccc1)CBr)c1ccccc1 | 66.1 | 87.6 | 81.4 | 90.9 | 121.6 | 86.1 | 111.8 | 80.3
O=C(Cn1c(=O)sc2nc3ccccc3nc21)Nc1ncc(Cc2cccc(C(F)(F)F)c2)s1 | 108.9 | 109.1 | 92.6 | 94.7 | 101.1 | 100.6 | 97.7 | 97.4
COc1ccc(C(=O)/C=C/C23c4ccccc4C(c4ccccc42)C2C(=O)NC(=O)C23)cc1 (stereo not drawn) | 95.9 | 97.4 | 90.1 | 98.8 | 91.4 | 88.3 | / | 88.5
O=C(Nc1cccc(-n2cc(-c3ccncc3)c(-c3ccc(O)c(Cl)c3)n2)c1)c1cccc(C(F)(F)F)c1 | 45.1 | 51.1 | 35.1 | 51.6 | 89.4 | 18.4 | 71.2 | 51.2
O=C(O)c1ccc(-n2cc(/C=N/Nc3c(F)c(F)cc(F)c3F)c(-c3ccc(F)c(F)c3)n2)cc1 | 91.0 | 92.3 | 77.4 | 97.1 | 92.6 | 82.8 | 118.5 | 102.6
COC(=O)/C=C1\S/C(=N\Nc2ccc([N+](=O)[O-])cc2[N+](=O)[O-])N(c2ccccc2)C1=O | 106.0 | 101.1 | 112.1 | 105.0 | 102.7 | 104.2 | 111.0 | 95.9
Cc1ccc2nc(SCn3nnc4ccccc4c3=O)[nH]c2c1 | 104.2 | 96.5 | 88.8 | 83.7 | 89.5 | 108.6 | 102.9 | 78.4
CNc1ncnc2nc[nH]c12 | 108.4 | 103.5 | 113.5 | 116.3 | 100.5 | 106.7 | 122.8 | 109.4
CC(C)Sc1nc(NC2CC2)c(C#N)c(-c2ccc(F)cc2)n1 | 62.7 | 97.0 | 74.3 | 83.1 | 97.8 | 53.8 | 106.5 | 30.6
